MOR-DOR ag: agonists of OPRM1-OPRD1 heterodimerization, primary screen, cell-based, luminescence; cells; Mu-type opioid receptor (Homo sapiens) + Delta-type opioid receptor (Homo sapiens), …; 0.3% of 340,000 active; AID 504326, 2011; activation, % at 9.3 µM; in the data active = activation above about 18%;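 note: 0% = vehicle-treated cells and 100% = reference agonist; values of inactives mirror those of a sister screen read the other way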
V-ATPase pH: regulators of yeast V-ATPase proton pumping, primary screen, pHLuorin cytosolic pH fluorescence. response, % at 10 µM. S. cerevisiae. 0.37% of 350,000 active; in the data active = response mostly above about 7.3%, no sharp cut-off; inactive = mostly below about 5.4%; note: actives read high; inactives centre near 0; some compounds called inactive have numbers as strong as hits; reference of the scale not given here
Arr AP2 block: inhibitors of beta-arrestin/AP2 binding, primary screen, biochemical, GPCR trafficking, flow cytometry; beta-arrestin 1 C-terminal peptide binding to AP2 beta2-adaptin appendage (human); FITC-arrestin peptide / GST-AP2 beads; AP2 beta2 appendage carries R879A mutation; inhibition, % at 10 µM; 0.31% of 340,000 active; AID 504490, 2011;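 active = inhibition above a set limit, near 3 SD of compounds lacking own fluorescence, cut at about 54% in these data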;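 note: plate controls were DMSO wells for no effect and 5 µM unlabelled arrestin peptide for full effect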
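System: GST-AP2 R879A bound to glutathione beads, E. coli-expressed. Also added: 50 nM FITC-arrestin peptide. Schedule: compound with beads 12 min RT, then probe 1 h RT. Signal: bead flow cytometry, FITC channel. Read-out basis: percent response.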
RTF Ca sens act: cardiac RTF calcium sensitivity activators, primary screen, biochemical, IANBD-TnC fluorescence, EC20 calcium; Troponin I, cardiac muscle (Homo sapiens) + Troponin T, cardiac muscle (Homo sapiens) + …; IANBD-labeled TnC RTF fluorescence at EC20 calcium; 0% EC20 calcium, 100% full calcium; activation, % at 7.2 µM; 0.24% of 340,000 active;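 active = activation above the mean over all tested compounds plus 3 SD, cut at about 30% in these data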;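 note: rise in fluorescence read as greater calcium sensitivity of cardiac thin filaments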
C-LANA FP: inhibitors of KSHV C-LANA binding to DNA, primary screen, biochemical, fluorescence polarization, FAM-LBS DNA, MBP-C-LANA, single point. Kaposi's sarcoma herpesvirus LANA C-terminal domain (residues 932-1162) DNA binding. inhibition, % at 9 µM. 0.078% of 340,000 active. AID 504423, 2011;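 active = highest replicate inhibition at or above 60% at 9 µM, even if other replicates fall short; inactive = all replicates below 60% inhibition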;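 note: 0% = neutral control wells and 100% = 4 µM acridine orange control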
DSG3 Ab inh: inhibitors of pemphigus antibody binding to DSG3, primary screen, biochemical, bead-based, flow cytometry, scFv-GFP | binding (percent of control), % at 10 µM | Desmoglein-3 (Homo sapiens), P32926 | AID 588358, 2011 | DSG3-coupled beads, scFv-anti-DSG3-GFP binding; active compounds read low | 0.48% of 310,000 active;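 active = binding more than 3 SD below its plate's average and above zero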;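 note: hits lower antibody fragment binding to DSG3; some compounds called inactive have numbers as strong as hits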
Target sequence (P32926 whole entry, looked up, the tested form may be a part): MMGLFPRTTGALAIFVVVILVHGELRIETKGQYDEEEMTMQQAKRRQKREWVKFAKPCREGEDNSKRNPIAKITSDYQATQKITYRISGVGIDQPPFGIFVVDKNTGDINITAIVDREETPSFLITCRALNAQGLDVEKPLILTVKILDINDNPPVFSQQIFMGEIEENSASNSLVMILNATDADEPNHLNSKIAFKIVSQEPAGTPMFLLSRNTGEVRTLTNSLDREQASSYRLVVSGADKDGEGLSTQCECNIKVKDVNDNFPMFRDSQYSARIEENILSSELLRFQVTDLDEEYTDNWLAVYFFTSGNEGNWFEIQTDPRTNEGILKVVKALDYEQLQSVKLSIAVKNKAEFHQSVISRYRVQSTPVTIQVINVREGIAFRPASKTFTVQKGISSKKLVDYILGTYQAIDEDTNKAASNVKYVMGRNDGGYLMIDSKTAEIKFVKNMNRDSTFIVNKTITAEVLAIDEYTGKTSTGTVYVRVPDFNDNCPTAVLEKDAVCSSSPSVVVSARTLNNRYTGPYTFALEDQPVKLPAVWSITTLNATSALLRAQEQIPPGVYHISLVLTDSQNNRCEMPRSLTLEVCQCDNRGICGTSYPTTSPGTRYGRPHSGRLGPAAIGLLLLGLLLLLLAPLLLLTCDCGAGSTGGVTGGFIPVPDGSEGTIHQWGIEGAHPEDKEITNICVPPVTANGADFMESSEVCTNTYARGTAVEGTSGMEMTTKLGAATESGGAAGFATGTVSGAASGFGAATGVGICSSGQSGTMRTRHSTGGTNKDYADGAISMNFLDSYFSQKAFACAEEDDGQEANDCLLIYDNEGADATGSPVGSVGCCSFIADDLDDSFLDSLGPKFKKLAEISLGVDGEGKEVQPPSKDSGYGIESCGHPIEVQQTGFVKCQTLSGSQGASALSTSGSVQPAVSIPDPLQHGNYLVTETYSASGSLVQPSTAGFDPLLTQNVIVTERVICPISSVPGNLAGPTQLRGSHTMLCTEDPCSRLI
Keap1-Nrf2 PPI: Keap1-Nrf2 protein-protein interaction inhibitors, primary screen, biochemical, fluorescence polarization, single point; inhibition, % at 9.4 µM; Kelch-like ECH-associated protein 1 (Homo sapiens), Q14145; 0.15% of 340,000 active; Keap1 Kelch-Nrf2 peptide fluorescence polarization, 1536-well; in the data active = inhibition above about 12%;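 note: human Keap1 Kelch domain with fluorescein labeled Nrf2 9mer peptide probe; 0% = neutral control wells and 100% = peptide positive control; higher means more block of Keap1 binding to Nrf2 peptide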
Wnt bcat act: Wnt/beta-catenin pathway activators, primary screen, cell-based, plate reader, single point | Wnt/beta-catenin reporter cell assay, activator | activation, % at 9.35 µM | 1.2% of 300,000 active | AID 743398, 2014; in the data active = activation above about 30%, passing the limit was not always enough;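 note: 0% = neutral control wells and 100% = positive control wells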
Cardiac RTF inh: cardiac RTF calcium sensitivity inhibitors, primary screen, biochemical, IANBD-TnC fluorescence, EC70 calcium; inhibition, % at 7.15 µM; Troponin I, cardiac muscle (Homo sapiens) + Troponin T, cardiac muscle (Homo sapiens) + …; 0.12% of 340,000 active; IANBD-labeled cardiac RTF, Ca2+ fluorescence;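 active = inhibition above the mean inhibition of all tested compounds plus 3 SD, cut at about 17% in these data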;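 note: assay run at fixed EC70 calcium of 1.6 mM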
MOR-DOR inv ag: inverse agonists of MOR-DOR heterodimerization, primary screen, cell-based, luminescence. Mu-type opioid receptor (Homo sapiens) + Delta-type opioid receptor (Homo sapiens), …. inhibition, % at 9.3 µM. cell-based MOR-DOR heterodimer luminescence, inverse agonism. AID 504357, 2011. 0.21% of 340,000 active; in the data active = inhibition above about 22%, passing the limit was not always enough;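 note: 0% = cells with DMSO and 100% = wells without cells with DMSO; values of inactives mirror those of a sister screen read the other way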
Numbers without * were called inactive; . = not tested or not shown. Random draw from the library; 3.1% or so of the library scored in one or more.

The line under a structure holds: MOR-DOR ag	V-ATPase pH	Arr AP2 block	RTF Ca sens act	C-LANA FP	DSG3 Ab inh	Keap1-Nrf2 PPI	Wnt bcat act	Cardiac RTF inh	MOR-DOR inv ag
O=C(Cc1ccsc1)NNC(=O)c1ccccc1O
    -0.2	2	38	-7	-0.6	97	-1	-2	-2	1
CC1(C(=O)N/N=C/c2ccc3c(c2)OCO3)CC1(Br)Br (centres undefined)
    2.6	2	-7	3	-1.0	118	-11	2	-1	-14
COc1ccc(Cl)cc1N1C(=O)CC(Sc2ccccc2N)C1=O (centres undefined)
    0.4	-3	0	8	-0.8	97	-7	-2	2	-2
Cc1nc2n[nH]c(N)c2c2c1CCCC2
    0.1	1	-2	2	0.1	84	-4	-1	0	0
Nc1ncnc2nc(SCC(=O)Nc3cccc(C(F)(F)F)c3)[nH]c12
    -1.9	6	-4	3	-1.0	87	-2	-3	-13	12
COC(=O)[C@]1(Cc2ccccc2)N[C@H](CN(C)C(C)=O)[C@@H]2C(=O)N(Cc3ccccc3)C(=O)[C@@H]21
    -3.8	-1	10	6	0.4	101	-3	-2	0	18
CCOc1ccc(S(=O)(=O)N2CCOCC2)c2ccccc12
    0.3	4	-5	-9	-0.9	114	0	2	-4	-1
Cc1ccccc1/C=C/c1cccc[n+]1C
    -1.0	-1	-22	-8	-1.7	124	-4	-3	-5	5
COc1ccc(OC)c(C2=NOC(C(=O)Nc3ccccc3SC)C2)c1 (centres undefined)
    0.0	3	-2	4	-0.4	.	-4	1	-17	0
O=C(Cc1cccs1)NCCc1ccc(F)cc1
    -1.6	1	-5	5	1.4	109	-6	0	-14	8
COc1ccc(CNC(=O)COC(=O)c2ccc3c(c2)OCCO3)cc1
    -0.2	-3	2	2	0.7	105	2	.	4	1
COCC1CCN(Cc2cn(Cc3ccccc3)nc2-c2cc3ccccc3o2)CC1
    -0.6	1	-1	-1	-1.7	126	-2	0	-2	3
COc1ccc(Nc2nnc(C)c(=O)[nH]2)c(OC)c1
    -0.1	11*	23	2	0.8	95	0	-1	-19	0
CN1C(=O)CSc2ccc(NC(=O)Nc3ccccn3)cc21
    1.1	-1	3	-1	5.3	99	2	1	-16	-7
CC1(C)C=Cc2c(ccc3c2OC[C@H](c2ccc(O)cc2O)C3)O1
    6.3	-1	-6	-10	0.1	105	-2	22	3	-34
Nc1nnc(SCC(=O)Nc2cccnc2Cl)s1
    -2.8	3	28	2	-0.5	100	-4	-3	-5	14
Cc1cc(C)n(C(=O)c2cc3ccccc3c(=O)o2)n1
    -0.3	-1	10	7	0.3	109	0	.	4	2
COc1ccc2c(c1)OCC(O)(c1ccccc1)C2=O (centres undefined)
    0.4	4	-1	5	-0.2	107	0	3	-3	-2
COc1ccc(CNC(=O)c2cc(S(=O)(=O)N3CCOCC3)cn2C)cc1
    -2.9	1	-8	2	0.3	96	8	4	2	17
O=C(CNS(=O)(=O)c1ccccc1)OCC(=O)c1ccc(Br)cc1
    -0.7	-4	-4	-3	-0.2	.	2	-1	9	5
O=C(COC(=O)c1cccc(S(=O)(=O)N2CCOCC2)c1)c1ccccc1
    0.4	-1	35	-3	0.6	99	-1	2	-2	-3
N#CCCn1cnc2c(=S)nc[nH]c21
    -2.1	3	3	1	2.0	101	1	.	-4	12
CC(C)N(Cc1ccccc1)C(=S)Nc1cccnc1
    -0.9	-1	-22	-3	-0.2	.	5	0	-10	4
CCSc1ncc(Cl)c(C(=O)Nc2ccc(S(N)(=O)=O)cc2)n1
    -1.1	4	28	-1	0.4	103	-1	-1	-12	5
O=C(Cn1c(-c2cscn2)nc2ccccc21)Nc1ccc2ccccc2c1
    .	5	0	-2	1.4	102	0	1	1	.
CCOc1ccc2nc(NC(=O)C(CC)Sc3nc(C)cc(=O)[nH]3)sc2c1 (centres undefined)
    -2.4	3	7	-2	0.4	94	-4	.	-4	11
CCOC(=O)/C=c1\s/c(=C(\C#N)C(=O)OCC)n(-c2ccccc2)c1=O
    -3.9	-4	-10	-4	-1.0	.	-4	4	-9	19
c1ccc2[nH]c(SCCN3CCOCC3)nc2c1
    1.1	1	4	1	-0.4	82	-5	.	3	-7
O[C@@H]1Cc2ccccc2O[C@H]1c1ccccc1
    -0.8	0	17	3	-0.7	95	-4	-1	-7	4
CCC1Nc2ncnc(N3CCOCC3)c2N(Cc2ccc(Cl)cc2)C1=O (centres undefined)
    -2.7	0	-6	0	-1.5	104	-3	.	0	15
CSC1=NS(=O)(=O)c2c(C)nn(C)c2S1
    -2.2	2	-38	-1	-1.3	107	-14	1	3	11
CCCc1ccc2oc(C(=O)N3CCC(C(N)=O)(N4CCCCC4)CC3)c(C)c2c1
    -2.7	-10	-3	-5	-0.8	106	-2	0	-2	14
O=C(/C=C/c1ccccc1)C1=C(O)C(=O)N(CCO)C1c1ccccc1[N+](=O)[O-] (centres undefined)
    -10	1	17	-9	2.0	85	3	-1	2	52*
CCN(c1ccccc1)S(=O)(=O)c1ccc(C(=O)NCC2(N(C)C)CCCCC2)cc1
    1.0	0	-11	0	1.1	106	0	-1	3	-4
CCCOC(=O)c1cc2ccccc2oc1=O
    -2.7	0	2	-4	-0.8	101	-1	.	-3	16
CCOc1ccccc1N(CC(=O)Nc1cc(OC)ccc1OC)S(C)(=O)=O
    -2.6	-2	24	1	-0.6	101	-1	.	5	14
Cn1nc2c3cc(F)ccc3n(Cc3ccc(F)cc3)cc-2c1=O
    -4.3	0	1	-3	-0.1	98	0	1	-1	22
OC1(C#CCN2CCCC2)c2ccccc2-c2ccccc21
    1.5	-5	17	8	-2.2	114	-5	-5	-1	-8
COc1ccc(N(CC(=O)N2CCN(c3cccc(C)c3C)CC2)S(=O)(=O)c2c(C)noc2C)cc1
    0.4	5	6	4	-0.7	101	-5	-3	3	-2
c1ccc(-n2cccc2)c(N2CCCCC2)c1
    .	.	1	.	1.7	95	-3	2	.	.
Cc1cccc(OCc2nnc(SCc3cc(=O)[nH]c4ccccc34)n2-c2ccccc2)c1
    -2.5	1	7	1	2.1	99	-3	.	-4	14
CCN(CC)CCNC(=O)c1c(O)c2cccc3c2n(c1=O)CCC3
    -0.9	-3	6	2	-2.2	105	-1	.	4	5
c1ccc(Nc2nnc(SCc3cccc4ccccc34)s2)cc1
    -0.1	1	-7	1	0.6	.	2	-1	-10	0
Cc1nn(C)c(C)c1C(C)NC(=O)c1ccc(OC2CCN(Cc3ccccn3)CC2)cc1 (centres undefined)
    -1.3	-2	1	2	2.9	110	3	1	2	6
Cc1ccc(-c2nn(-c3cccc(F)c3)cc2CN2CCN(c3ccccn3)CC2)o1
    37*	2	19	2	-1.4	93	0	-2	-16	-195
Cc1ccc(S(=O)(=O)N2CCCCC2)cc1NC(=O)CNc1ccccc1N1CCCC1=O
    -2.9	1	-16	-1	0.6	98	-2	-3	-3	12
CCCn1nnc(NC(=O)/C=C/c2ccc(C(C)C)cc2)n1
    -2.4	5	16	0	-0.6	.	-5	10	0	12
O=C(COC(=O)C1CC2CCCC(C1)C2=O)Nc1nc(-c2ccc(F)c(F)c2)cs1 (centres undefined)
    2.6	1	22	-7	-1.5	97	-3	19	-2	-17
Cc1ccc(S(=O)(=O)NCC(=O)Nc2ccc3c(c2)OCCO3)cc1
    -1.4	-1	-1	-1	0.7	96	-1	-3	-2	8
COc1ccccc1-n1cnnc1SCC(=O)NCc1cccs1
    -1.7	8	10	5	-0.4	101	-1	.	-15	9

Remaining list, next part:
The line under a structure holds: MOR-DOR ag	V-ATPase pH	Arr AP2 block	RTF Ca sens act	C-LANA FP	DSG3 Ab inh	Keap1-Nrf2 PPI	Wnt bcat act	Cardiac RTF inh	MOR-DOR inv ag
CCCN1C(=O)/C(=C/c2ccc(C)o2)SC1=Nc1ccc(OCC)cc1
    -0.7	-1	4	2	1.0	103	-4	-4	3	4
COc1cc2cnc(-c3ccccc3)c(-c3ccc(C(F)(F)F)cc3)c2cc1OC
    2.9	-2	.	0	0.2	95	-5	1	2	-17
Cc1cc(C(=O)O)ccc1N/C=C1\CCCC(C)C1=O (centres undefined)
    -2.3	-2	0	-2	0.9	.	-5	13	3	13
Cc1ccc(-n2nc(C)cc2NC(=O)CC#N)cc1
    -2.9	-1	20	-4	-1.2	106	-4	0	-5	14
O=S(=O)(c1cnccc1N1CCN(/N=C/c2ccc(Cl)cc2)CC1)N1CCCCC1
    -4.1	0	2	0	-0.2	108	4	-2	-6	17
CSc1ccc(S(=O)(=O)NCc2ccc(Cl)cc2Cl)cc1
    7.7	1	4	1	-0.2	102	5	.	-3	-40
CCC(=O)N1CCc2nc(-c3ccccc3)sc2C1
    -1.8	3	26	0	.	99	1	13	-8	8
COc1ccc(S(=O)(=O)Nc2ccc(Cl)cn2)c(C)c1C
    1.4	1	4	0	0.7	103	-2	.	-2	-7

Source: PubChem
